HIF act – HIF pathway transcriptional activators, primary screen, cell-based, U2OS HRE-luciferase, luminescence | U2OS HRE-luciferase reporter; normalized: DMSO 0%, desferrioxamine 100% | activation, % at 7.5 µM (by protocol) | hit rate 0.32% among 300,000 | AID 1910, 2009;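 active means mean activation of at least 10% of the iron chelator positive control signal, with at least half of replicates also reaching 10%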
HSF1 activator – HSF-1 activators, primary screen, NIH3T3-HGL cells, MG132 stress, luminescence, single point | NIH3T3-HGL HSF-1 luciferase reporter, 8 h; 100% = twice DMSO control signal | activation, % at 9 µM | hit rate 1.7% among 300,000;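 active means mean replicate activation of at least 50% with a set share of replicates each reaching 50%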;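 further: 0% = median of the neutral control wells and 100% = twice that signal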
HSF1 inhib – HSF1 inhibitors in luciferase reporter cells, primary screen, cell-based, NIH3T3, luminescence; hit rate 0.77% among 300,000; activity change, negative = inhibition, % at 7.5 µM (by protocol); NIH3T3-HGL HSE-luciferase, MG132-induced, luminescence 8 h; stronger effect = lower value;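 active means more than half of replicate wells show activity change below -50%, luminescence cut by over half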;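 further: luciferase reports HSF-1 transcriptional activity via heat shock element; 0% = median of DMSO wells and -100% = zero luminescence signal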
GSK3beta inhib – human GSK3beta kinase inhibitors, primary screen, biochemical, cell-free homogeneous, HTS; Glycogen synthase kinase-3 beta (Homo sapiens), P49841; GST-GSK3beta kinase, ADP-Glo luminescence, 60 min; stronger effect = lower value; activity score (negative = inhibition), % at 10 µM; hit rate 0.038% among 300,000; AID 2097, 2009;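 active means more than half of replicate wells score below -50%, meaning over 50% inhibition versus plate controls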;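 further: 0% = median DMSO wells and -100% = median GW8510 positive control wells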
Target sequence (P49841 whole entry, looked up): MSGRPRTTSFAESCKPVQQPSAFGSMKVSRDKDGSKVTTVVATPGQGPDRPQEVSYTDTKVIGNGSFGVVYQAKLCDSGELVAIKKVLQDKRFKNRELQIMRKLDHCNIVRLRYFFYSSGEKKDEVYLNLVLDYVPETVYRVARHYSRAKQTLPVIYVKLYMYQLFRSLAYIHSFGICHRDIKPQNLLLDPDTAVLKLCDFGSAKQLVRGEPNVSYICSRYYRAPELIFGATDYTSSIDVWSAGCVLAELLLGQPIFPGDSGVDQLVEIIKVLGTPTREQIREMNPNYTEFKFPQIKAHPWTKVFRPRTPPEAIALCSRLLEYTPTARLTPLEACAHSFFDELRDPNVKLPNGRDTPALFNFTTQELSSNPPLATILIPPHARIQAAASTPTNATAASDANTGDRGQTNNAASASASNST
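Assay system: GST-tagged human GSK3beta kinase, cell-free; Input: 1.6 ng GSK3beta; Medium: Tris/MgCl2 kinase buffer; Timing: 60 min enzyme reaction, room temperature; Signal: ADP-Glo luminescence quantifying ADP generated by kinase; Evaluation: score relative to plate controls; Benchmarks: DMSO neutral wells and GW8510 at 20 µM as positive.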
IEC-6 tox – cytotoxicity in IEC-6 intestinal epithelial cells, primary screen, cytotoxicity control for KLF5 inhibitor project, cell-based, luminescence; IEC-6 cytotoxicity, luminescence viability; inhibition, % at 5 µM; hit rate 0.78% among 290,000; AID 1825, 2009; in the data active means inhibition above about 22%;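 further: 0% = plate median of test compound wells and 100% = cytotoxic reference compound wells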
HSP90 refold inh – HSP90 inhibitors, primary screen, cell lysate, luminescence; Heat shock protein HSP 90 (rabbit reticulocyte lysate; luciferase refolding); Rabbit reticulocyte lysate, luciferase refolding luminescence, 3 h; inhibition, % at 5.6 µM; hit rate 0.91% among 290,000; AID 1789, 2009;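 active means inhibition above the screen-wide mean plus 3 SD, computed separately per campaign, cut at about 16% in these data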;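 further: 0% = DMSO wells and 100% = 60 µM geldanamycin wells; inhibitors lower the luminescence because luciferase stays unfolded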
AI-2 QS modul – Vibrio harveyi AI-2 quorum sensing modulators, primary screen, JMH597 strain, luminescence/OD600 ratio | Vibrio harveyi JMH597 AI-2 luminescence/OD600 ratio, 9 h; stronger effect = lower value; strain lacks LuxN and CqsS sensors; 0 = neutral-control median | activity change, % at 7.5 µM | hit rate 0.4% among 300,000 | AID 2094, 2009; in the data active means activity change below about -75%, passing the limit was not always enough;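 further: luminescence divided by OD600 gain over 9 h not by final OD600 alone; inactives centre near 13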
GSK3A inh – blockers of GSK3A enzyme activity – biochemical, luminescence, cell-free homogeneous, HTS, primary screen; Glycogen synthase kinase-3 alpha (Homo sapiens), P49840; GSK-3 alpha kinase, ADP-Glo luminescence, 60 min; inhibition, % at 10 µM; hit rate 0.1% among 320,000; AID 2650, 2010;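 in the data active means inhibition above about 50%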;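 further: GST-tagged GSK-3 alpha with peptide substrate and 25 µM ATP; 0% = DMSO neutral wells and 100% = GW8510 positive control wells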
Target sequence (P49840 whole entry, looked up): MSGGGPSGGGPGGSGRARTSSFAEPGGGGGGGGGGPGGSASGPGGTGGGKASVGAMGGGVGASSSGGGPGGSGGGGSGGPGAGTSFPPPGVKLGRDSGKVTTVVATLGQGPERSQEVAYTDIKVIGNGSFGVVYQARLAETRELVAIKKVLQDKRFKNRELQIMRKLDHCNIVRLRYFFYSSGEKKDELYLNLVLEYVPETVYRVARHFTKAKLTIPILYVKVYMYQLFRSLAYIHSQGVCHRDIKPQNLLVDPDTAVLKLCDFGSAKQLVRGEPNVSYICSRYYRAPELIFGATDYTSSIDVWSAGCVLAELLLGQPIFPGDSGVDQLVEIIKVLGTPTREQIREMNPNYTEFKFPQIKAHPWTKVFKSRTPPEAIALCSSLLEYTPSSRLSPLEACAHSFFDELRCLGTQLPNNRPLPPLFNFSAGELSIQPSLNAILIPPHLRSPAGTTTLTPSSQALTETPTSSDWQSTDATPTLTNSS
aSyn 5UTR inh – MLPCN primary screen, SNCA 5' untranslated region; hit rate 0.82% among 300,000; inhibition, % (tested at 7.5 µM); alpha-synuclein 5'UTR reporter, inhibitor activity; in the data active means inhibition above about 60%;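 further: H4 neuroglioblastoma cells stably carrying SNCA 5'UTR luciferase fusion; 0% = DMSO wells and 100% = positive control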
KLF5 inh – KLF5 expression inhibitors, primary screen, DLD-1 cells, luminescence; inhibition, % at 5 µM; DLD-1 KLF5 promoter-luciferase reporter; hit rate 0.23% among 290,000;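 active means inhibition above a per-plate limit of that plate's mean compound inhibition plus 3 SD, cut at about 60% in these data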;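 further: 0% = DMSO wells and 100% = LY294002 at 200 µM; higher means less KLF5 promoter-driven luciferase light; inactives centre near -14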
* marks the source's active call; other numbers are inactive results; x = not tested or not shown. No enrichment for hits; overall some 4.7% were active at least once.

SMILES	HIF act	HSF1 activator	HSF1 inhib	GSK3beta inhib	IEC-6 tox	HSP90 refold inh	AI-2 QS modul	GSK3A inh	aSyn 5UTR inh	KLF5 inh
Cc1ccc(NC(=O)Nc2c(C)[nH]c(=O)[nH]c2=O)cc1Cl	0.9	8	6	-4	4	2	8	-3	-13	0
CC(=O)Nc1sc(C)c(C)c1C(=O)OCC(=O)N(CC(C)C)c1c(N)n(Cc2ccccc2)c(=O)[nH]c1=O	-1.4	-14	-4	-1	x	x	-6	-3	77*	x
Cc1ccc2nsnc2c1NC(=O)Cc1ccc(Cl)cc1	-0.3	1	-14	0	-2	-4	23	-2	15	-19
CC1CCN(S(=O)(=O)c2ccc(NC(=O)CSc3nnnn3C)cc2)CC1	0.0	-7	-3	-1	2	1	19	-1	28	-20
CC(=O)N(c1ccccc1Cl)S(=O)(=O)c1ccc(Cl)cc1	0.0	-15	-1	-23	3	2	-3	0	25	-10
CC(=O)Nc1ccc(NC(=O)Cc2ccc(S(=O)(=O)N3CCCCC3)s2)cc1	1.4	7	4	-4	6	-1	12	0	-14	-17
CC(=O)N1CCN(C(=S)c2ccc(Cl)cc2)CC1	-0.4	-2	0	2	-2	-3	20	-1	-8	-6
Cc1cc(C(=O)N/N=C/c2ccco2)c2ccccc2n1	-0.3	4	-7	6	4	0	29	-1	1	-2
CCOc1ccc(CN(C)C(=O)CNC(=O)c2ccc(Br)o2)cc1OC	-0.3	-7	-11	0	-2	4	42	0	15	-13
O=[N+]([O-])c1cc(C(F)(F)F)ccc1NCCNC(=S)Nc1ccc(Cl)cc1	1.3	28	19	2	3	-1	10	1	-13	4
Cc1ccccc1NC(=O)CSc1nc(-c2ccccc2)cc(=O)[nH]1	0.0	35	5	0	-12	0	11	0	10	-24
Cc1cccc(/C=N/NC(=O)c2ccc(NC(=O)c3ccc(Cl)cc3)cc2)n1	0.4	17	15	-1	7	1	52	2	-4	-22
NC(N)=NC(N)=NCCc1ccccc1	-0.2	-29	-29	4	1	2	20	-3	-25	-13
NNC(=O)c1oc2nc(-c3ccc(Cl)cc3)cc(-c3ccccc3)c2c1N	-3.2	8	0	-1	1	-1	29	-2	-3	-16
O=C(CN(Cc1ccc(F)cc1)C(=O)CNS(=O)(=O)c1ccc(F)cc1)NCC1CCCO1 (stereo unspecified)	0.1	-8	-6	0	2	2	5	-1	5	2
Cc1ccc2[nH]c(=O)c(CN(Cc3cccs3)S(=O)(=O)c3ccc4c(c3)OCCO4)cc2c1	0.2	25	17	1	2	2	5	0	-4	-15
Cn1c(=O)c2sccc2n2c(CCCC(=O)NCCc3ccc(S(N)(=O)=O)cc3)nnc12	-0.5	24	-1	x	7	-2	x	0	-1	-5
CC1CCCN(C(=O)COC(=O)c2n[nH]c3ccccc23)C1 (stereo unspecified)	2.5	9	11	-1	0	-2	21	-3	-140	-69
COc1ccc(N2CCN(C(=O)C3CCCO3)CC2)cc1 (stereo unspecified)	-0.4	15	-6	1	5	4	20	-3	0	22
Clc1c(CSc2nc3ccccc3o2)nc2sccn12	10*	103*	78	0	-7	9	15	1	-117	-156
Cc1ccc(C(=O)N2N=C(c3ccccc3O)CC2c2ccccc2)cc1 (stereo unspecified)	0.4	-10	-4	-3	2	-1	3	-1	22	-4
CCOc1ccccc1NC(=O)NNC(=O)c1ccc2ccccc2c1	0.3	-6	-3	-2	0	0	16	-2	46	5
O=C(O)C1C2CCC(C2)C1C(=O)NCc1ccccn1 (stereo unspecified)	0.3	-5	-6	3	-2	7	20	-4	-16	-7
COc1ccc(-c2nc(=S)c3c(n2CCN2CCOCC2)CC(C)(C)OC3)cc1	-0.1	-6	-8	3	0	0	28	1	-4	9
CC(Cc1ccccc1)C(=O)N1CCN(C)CC1 (stereo unspecified)	1.4	-48	-33	-2	1	1	-1	-1	16	-2
Other structures
SMILES	HIF act	HSF1 activator	HSF1 inhib	GSK3beta inhib	IEC-6 tox	HSP90 refold inh	AI-2 QS modul	GSK3A inh	aSyn 5UTR inh	KLF5 inh
O=S(=O)(NCC1CCCO1)c1ccc(-c2ccc(Cl)cc2)cc1 (stereo unspecified)	0.0	-13	-7	2	5	-1	25	-3	-11	-20
Cc1nc(SCC(=O)O)c(C#N)c(-c2ccco2)c1C(=O)N(C)C	-1.0	-3	-4	1	2	2	31	-1	2	-20
CN(CC(=O)Nc1ccccc1Br)C(=O)c1cccnc1Nc1cccc(C(F)(F)F)c1	-0.4	30	6	1	3	2	32	1	8	-24
Cn1c(=S)[nH]c2scc(-c3cccs3)c2c1=O	0.9	-6	0	-3	-3	3	3	x	2	-1
O=c1c2ccccc2cnn1Cc1n[nH]c(=S)n1-c1cc(Cl)cc(Cl)c1	0.8	11	-3	-2	-10	-2	34	-3	19	-19
Cc1ccc(NC(=O)N2CCCn3c(SCC(=O)c4ccccc4)nnc32)cc1	0.1	2	2	-1	6	-4	7	1	-19	-10
Cc1c(-c2ccccc2)[n+](=O)c2c(n1[O-])CCCCC2	0.5	8	-1	0	4	1	7	-1	-3	-13
CCC(C)[C@H](NC(=O)C1CC(=O)N(c2ccc3c(c2)OCCO3)C1)C(=O)NC1CCCC1 (stereo partly specified)	-0.1	-17	-5	1	2	-2	21	-1	-5	-3
COC(=O)C1=C(C)N(C)C(=O)NC1c1ccc(O)c(OC)c1 (stereo unspecified)	-0.3	15	5	2	7	2	11	0	15	-27
CC(=O)NCCOc1nc(N(C)C)nc(N(C)C)n1	-0.3	7	-10	5	-5	-1	11	1	11	-18
Clc1ccccc1CN1CCN(c2ncccn2)CC1	1.6	-7	-1	0	4	9	12	1	-9	-5
Oc1ccc(N=Nc2ccccc2)o1	0.1	30	19	0	12	1	-66	-3	-23	-16
CC(C)(C)NC(=O)C1CCN(C(=O)c2ccc(-c3ccccc3)cc2)CC1	-0.1	-4	-6	-3	0	2	29	x	10	-10
COCCn1c(-c2ccc3ccccc3c2)nc2c1c(=O)[nH]c(=O)n2CC(C)C	0.1	33	19	0	4	1	20	7	20	-22
Cc1[nH]c(=O)c(C#N)c(C)c1CCC(=O)NCc1ccc(Cl)cc1	-38	-1	-5	3	-7	5	29	0	-18	-27
Cc1cc(C)n(Cc2ccc(Cl)c(Cl)c2)c(=O)c1S(=O)(=O)c1ccccc1	0.2	7	0	-5	-2	2	6	x	-6	-8
Cc1ccccc1OCCC(=O)OCC(=O)Nc1ccc(N2CCOCC2)cc1	-0.5	-7	-1	-3	-2	-4	7	-1	10	-30
COc1ccc(-c2cc(-c3c(O)c(OC)c4occc4c3OC)[nH]n2)cc1	1.0	-11	-2	1	4	1	6	1	-56	-44
Cc1nc2ccccc2nc1Nc1cccc(Cl)c1	0.3	5	5	-2	12	0	1	-2	11	-19
Cc1ccc(S(=O)(=O)CCc2nc3ccccc3[nH]2)cc1C	-1.6	12	1	2	8	-1	26	4	-9	-8
CCOC(=O)NC(=O)c1cn(Nc2ccccc2)c(=O)[nH]c1=O	-0.1	7	-2	-3	1	2	30	-4	-3	-15
Cc1cc(C)c(NS(=O)(=O)c2ccc(NC(=O)/C=C/C(=O)O)cc2)c(C)c1	-0.1	4	-1	4	3	-2	18	x	15	20
CC1CCN(C(=O)CSC2=NS(=O)(=O)c3cc(F)ccc3N2)CC1	1.0	-4	0	1	x	x	7	1	-12	x
COC(=O)c1cc(Cl)c(NS(=O)(=O)c2ccccc2)cc1OC	0.5	-6	3	0	3	4	8	3	-29	-30
Cn1c(CNC(=O)C(Cc2ccccc2)NC(=O)c2ccccc2F)cc(=O)n(C)c1=O (stereo unspecified)	-0.5	16	3	-2	3	1	5	5	-3	7

The last 2 records of the section before come first, to join the parts:
SMILES	HIF act	HSF1 activator	HSF1 inhib	GSK3beta inhib	IEC-6 tox	HSP90 refold inh	AI-2 QS modul	GSK3A inh	aSyn 5UTR inh	KLF5 inh
COC(=O)c1cc(Cl)c(NS(=O)(=O)c2ccccc2)cc1OC	0.5	-6	3	0	3	4	8	3	-29	-30
Cn1c(CNC(=O)C(Cc2ccccc2)NC(=O)c2ccccc2F)cc(=O)n(C)c1=O (stereo unspecified)	-0.5	16	3	-2	3	1	5	5	-3	7
O=C1NC(c2ccccc2)(C(F)(F)F)SC2=CCCCCN12 (stereo unspecified)	-0.2	11	0	1	-1	2	5	0	-14	-16
CCOC(=O)C1CCCN(c2ncnc3c2cnn3-c2cccc(C)c2)C1 (stereo unspecified)	-0.5	-20	-15	0	1	1	3	0	-20	-25
CC[n+]1c(-c2ccccc2)csc1Nc1c(C)n(C)n(-c2ccccc2)c1=O	-0.5	-47	-48	5	6	6	10	3	-12	-5
O=C(Nc1ccc(S(=O)(=O)N2CCOCC2)cc1)c1cccc(Br)c1	0.1	-6	-3	1	2	2	1	-2	-28	0
CC(C)(C)NC(=O)c1nn(Cc2ccccc2)c(=O)c2ccccc12	0.1	6	1	-1	-9	-3	14	-1	-38	-17
C#CCN(N(C)c1ncc(C(F)(F)F)cc1Cl)S(=O)(=O)c1ccc2ccccc2c1	0.1	7	6	1	3	-2	12	2	22	-12
CCOc1ccc(C(=O)N(Cc2ccc(OC)cc2)Cc2cc3cc(OC)ccc3[nH]c2=O)cc1	-0.1	65*	40	1	-3	4	24	x	13	-18
CCn1cc(/C=C/C(=O)NCc2c(C)nn(C)c2C)cn1	-0.2	-3	-5	-2	-5	3	21	-2	-1	-5
Cc1cc(C2(c3ccc(O)c(C)c3)C(=O)N(C)c3ccc(Br)cc32)ccc1O	-0.6	1	-9	5	x	x	3	5	8	x
O=C(Cn1nc(Cc2cccnc2)c2ccccc2c1=O)Nc1ccc2c(c1)OCO2	-0.2	-11	-2	-5	-1	0	14	-1	1	15
CSc1ccc(C2CC(=O)Nc3c2c(=O)n(C)c(=O)n3C)cc1 (stereo unspecified)	-1.2	11	4	2	0	-1	-2	-1	20	-13
CSc1ccccc1NC(=O)CN(C)CC(=O)Nc1ccccc1C(F)(F)F	0.2	9	4	-4	-7	0	-11	0	-17	-40
CCOC(=O)Cc1nnc(NC(=O)CSc2nnc3c4ccccc4n(C)c3n2)s1	0.1	11	-1	0	-2	-1	-12	-2	-33	-31
COc1ccc(C2=NCCNC(C(F)(F)F)=C2)cc1	0.1	4	-2	1	-1	2	17	1	3	-4
COc1ccc(/C=N/NC(=O)Cc2ccc(Cl)cc2)cc1OC	-0.3	-13	2	0	3	2	4	-4	-4	-42
CCCCC1=C([O-])C2N=CC=CC2=[N+](c2ccccn2)C1=O (stereo unspecified)	-0.3	-9	-2	-3	-2	1	16	0	13	-4
O=C(COc1ccc(F)cc1)NNC(=O)c1cc2ccccc2oc1=O	-1.0	0	1	1	8	4	10	0	4	-10

Assay outcomes deposited in PubChem BioAssay by several laboratories.
